Screens deposited in PubChem by Broad Institute.
MITF TRPM1 HTS: increases MITF-driven TRPM1 promoter luciferase signal. hit rate 0.75% among 300,000. activation, % at 12.5 µM. AID 588334. SK-MEL-5 TRPM1-promoter luciferase, 24 h; % of positive control, neutral wells = 0;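 active = mean activation of at least 80% with every replicate also reaching 80%; inconclusive = mean reaches 80% but some replicate falls short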;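 also: 0% = neutral control wells and 100% = parthenolide positive control wells; values of inactives mirror those of a sister screen read the other way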
CAL PDZ FP-1: human CAL PDZ-peptide interaction inhibition; AID 504414; Q9HD26; purified CAL PDZ, TMR-peptide fluorescence polarization, 1 h; inhibition, % at 20 µM; hit rate 0.02% among 330,000;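 active = highest replicate inhibition of at least 40%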;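 also: plate controls were DMSO neutral control wells for no effect and unlabeled competitor peptide control wells for full effect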
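material = purified tagged CAL PDZ domain construct (CerCALP) | buffer or medium = sodium phosphate/NaCl buffer pH 7.4 with TCEP, IgG, Thesit | reagent = TMR-labelled reporter peptide T*-PRC34 bound in PDZ groove | incubation = 1 h room-temperature incubation prior to read | measured by = fluorescence polarization (mP) | evaluation = percent inhibition from loss of millipolarization | control set = unlabelled peptide and DMSO controls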
SR-BI uptake up: enhances SR-BI lipid uptake from DiI-HDL. CHO ldlA[mSR-BI] cells, DiI-HDL uptake fluorescence, 3 h; 100 = double the neutral-control signal. activation, % at 12.5 µM. hit rate 0.096% among 320,000. AID 504775;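 active = mean replicate activation of at least 60% and every replicate at or above 60%; inconclusive = mean or all-replicate condition met, but not both; inactive = mean below 60% and not all replicates reaching 60%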;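 also: 0% = median plate neutral-control signal and 100% = twice that signal; values of inactives mirror those of a sister screen read the other way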
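Test system: SR-BI-overexpressing, LDLR-lacking CHO cells; Medium: Ham's F12 with 0.5% BSA, HEPES 25 mM, pH 7.4; Schedule: 3 h, 37 °C; Technique: bottom-read fluorescence, 550/595 nm.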
PfHsp90 yeast 2: inhibits growth of yeast expressing Plasmodium falciparum Hsp90. hit rate 0.32% among 310,000. inhibition, % at 9.4 µM. S. cerevisiae expressing PfHsp90, BacTiter-Glo ATP, 48 h; yeast lacking PDR1 and PDR3 efflux regulators;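 active = every replicate shows inhibition above about 80%, whatever the replicate mean, limit read from the data; inconclusive = mean inhibition reaches the set limit but some replicate falls short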;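 also: 0% = DMSO neutral controls and 100% = 20 µM radicicol positive controls; yeast relying on Plasmodium falciparum Hsp90 in place of its own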
PvdQ acylase: P. aeruginosa PvdQ acylase inhibition. inhibition, % at 10 µM. purified PvdQ acylase, fluorescence plate reader. AID 488965. hit rate 0.063% among 340,000; in the data active = inhibition above about 30%, passing the limit was not always enough; inconclusive = no clear call, values can overlap the other calls;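 also: 0% = vehicle neutral wells and 100% = reference inhibitor wells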
CAL PDZ FP-2: blocks peptide binding to the human CAL PDZ domain. purified CAL PDZ, TMR-peptide fluorescence polarization, 1 h. inhibition, % at 24.9 µM. AID 602252. hit rate 0.92% among 300,000;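 active = mean inhibition of at least 30% with at least half of replicates also reaching 30%; inconclusive = no clear call, values can overlap the other calls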;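 also: 0% = DMSO neutral control and 100% = excess unlabeled competitor peptide PRC23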
Rtt109 HAT inh: inhibitors of Candida albicans Rtt109/Vps75 histone acetyltransferase; Q5AAJ8; purified Rtt109/Vps75, ThioGlo CoA-SH fluorescence, 4 h; inhibition, % at 34.9 µM; hit rate 0.16% among 330,000; AID 540336;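 active = inhibition of at least 50% in every replicate; inconclusive = best replicate reaches 50% inhibition but some replicates fall short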
Target sequence (Q5AAJ8 whole entry, looked up): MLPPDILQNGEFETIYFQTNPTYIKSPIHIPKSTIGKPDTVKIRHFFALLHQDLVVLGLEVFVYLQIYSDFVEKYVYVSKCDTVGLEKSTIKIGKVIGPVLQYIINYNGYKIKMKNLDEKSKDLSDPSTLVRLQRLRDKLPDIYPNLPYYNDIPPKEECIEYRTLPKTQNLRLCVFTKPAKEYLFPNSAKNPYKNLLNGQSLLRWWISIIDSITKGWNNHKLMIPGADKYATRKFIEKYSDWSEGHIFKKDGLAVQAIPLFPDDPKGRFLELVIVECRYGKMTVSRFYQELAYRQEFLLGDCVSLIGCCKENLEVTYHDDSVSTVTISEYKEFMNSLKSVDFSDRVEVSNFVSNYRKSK
SR-BI HDL uptake: inhibitors of mouse SR-BI mediated HDL lipid uptake. Q61009. ldlA[mSR-BI] CHO cells, DiI-HDL uptake fluorescence, 3 h. inhibition, % at 12.5 µM. hit rate 0.96% among 320,000. AID 488896;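 active = mean replicate inhibition of at least 70% and a set share of replicates each scoring 70 or more; inconclusive = meets just one of the two criteria; inactive = fails both criteria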;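 also: 0% = median of neutral control wells and 100% = median of positive control wells; values of inactives mirror those of a sister screen read the other way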
Target sequence (Q61009 whole entry, looked up): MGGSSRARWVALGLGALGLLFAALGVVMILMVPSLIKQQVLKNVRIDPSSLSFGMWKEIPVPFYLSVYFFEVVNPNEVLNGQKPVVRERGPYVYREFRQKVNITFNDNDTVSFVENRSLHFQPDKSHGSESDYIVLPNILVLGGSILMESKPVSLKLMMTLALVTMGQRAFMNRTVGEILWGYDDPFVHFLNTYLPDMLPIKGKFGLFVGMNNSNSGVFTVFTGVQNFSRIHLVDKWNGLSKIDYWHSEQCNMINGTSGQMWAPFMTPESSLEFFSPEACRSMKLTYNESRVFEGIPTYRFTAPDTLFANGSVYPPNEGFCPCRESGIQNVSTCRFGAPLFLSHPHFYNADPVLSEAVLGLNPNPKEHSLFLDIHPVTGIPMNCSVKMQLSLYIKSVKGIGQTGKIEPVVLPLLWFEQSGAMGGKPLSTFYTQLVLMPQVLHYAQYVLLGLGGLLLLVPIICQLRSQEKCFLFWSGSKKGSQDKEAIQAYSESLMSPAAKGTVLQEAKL
NSD2 HMT inh: NSD2 (human) methyltransferase inhibition; O96028; NSD2 peptide methylation, AlphaScreen, 120 min; inhibition, % at 12.5 µM; hit rate 0.54% among 310,000; AID 743445; in the data active = inhibition above about 50%
dFosB act: enhances mouse delta FosB homodimer DNA binding. P13346. purified delta FosB, TAMRA-CDK5 oligo fluorescence polarization; percent of positive-control signal above neutral wells. hit rate 0.99% among 340,000. activation, % at 25 µM;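 active = mean activation above about 17%, with every replicate also reaching it, limit read from the data, passing the limit was not always enough; inconclusive = only one of the two conditions met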;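 also: fluorescence polarization rise as delta FosB binds a TAMRA Cdk5 AP-1 oligo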
Active calls of the source: *; ? = inconclusive; . = no result given.

SMILES | MITF TRPM1 HTS | CAL PDZ FP-1 | SR-BI uptake up | PfHsp90 yeast 2 | PvdQ acylase | CAL PDZ FP-2 | Rtt109 HAT inh | SR-BI HDL uptake | NSD2 HMT inh | dFosB act
O=C(O)CNC(=O)c1ccccc1Br | 3 | -3.8 | 51 | 2 | -1 | -6 | -8 | -51 | -2 | -14
CCN(C(=O)CSc1n[nH]c(N)n1)C1CCCCC1 | -6 | 0.6 | 2 | . | -30 | -1 | 14 | -2 | -1 | -10
O=C(CSc1nnnn1-c1ccccc1)NC(=O)Cc1ccccc1 | 0 | 0.1 | 40 | -22 | -6 | 0 | -3 | -40 | -1 | -8
COC(=O)c1ccc(CNC(=O)CCc2c[nH]c3ccccc23)cc1 | 2 | -0.3 | -8 | 10 | -1 | 0 | 0 | 8 | -1 | -5
CCOC(=O)c1ccccc1NC(=O)c1ccc2c(=O)n3c(nc2c1)CCCCC3 | 14 | -3.8 | . | 1 | 8 | . | -3 | . | . | -31
Cc1ccc(OCc2ccccc2Br)c([N+](=O)[O-])n1 | 16 | -2.1 | 10 | 3 | -6 | -7 | 1 | -10 | 2 | -4
Cc1ccc(C(=O)N2CCN(C3c4cccc5cccc(c45)C3NS(=O)(=O)c3ccccc3)CC2)cc1 (stereo unspecified) | -16 | -0.8 | -4 | -27 | -13 | -3 | -7 | 4 | 0 | 4
Cc1[nH]nc(-c2ccc(O)c(C)c2O)c1-c1cnn(-c2ccccc2)c1 | 6 | -1.4 | 3 | 13 | 5 | . | -2 | -3 | . | -5
O=C(NCc1ccc2c(c1)OCO2)C(=O)NCC1OCCN1S(=O)(=O)c1ccccc1 (stereo unspecified) | -3 | -2.9 | 5 | 5 | -19 | 2 | -1 | -5 | -1 | -6
CN(C)CCCNC(=S)N1CCn2c(nc3ccccc32)C1 | 8 | 0.7 | 13 | 35 | 20 | . | -4 | -13 | 6 | 1
CC(C)C(C(=O)Nc1ccc(S(=O)(=O)N2CCOCC2)cc1)N1C(=O)c2ccccc2C1=O (stereo unspecified) | -7 | 0.1 | -16 | 33 | -13 | . | 1 | 16 | -1 | -7
CCCCOc1ccc(/C=C/C(=O)OCC(=O)N2CC(=O)Nc3ccccc32)cc1OCC | -13 | -1.0 | -69 | 15 | 5 | -4 | -14 | 69 | 2 | ?
CC1(C)OC2OC3C(CNCCO)OC(c4ccccc4)OC3C2O1 (stereo unspecified) | -3 | 0.5 | -1 | 8 | -11 | -2 | -1 | 1 | -1 | -7
CN1CCN(S(=O)(=O)c2ccc(NC(=O)Nc3cccc(Cl)c3)cc2)CC1 | 10 | -4.8 | -18 | -10 | 3 | -1 | 43 | 18 | 5 | -25
Nc1nonc1C(=O)NCCN=Cc1cc(Cc2ccccc2)cc(Br)c1O | . | -14 | -12 | 123* | 7 | 1 | 1 | 12 | . | 0
COc1cc(SC)ccc1C(=O)Nc1ccc(C)cc1 | 14 | -0.6 | -61 | 5 | -10 | -10 | -1 | 61 | -9 | -4
CCOc1cc(-c2nc(C)c(C(C)=O)n2O)ccc1OCC(=O)Nc1ccccc1 | -2 | -0.5 | . | . | -32 | 38* | -4 | . | 3 | -5
CC(C)c1ccc(NC2CCCN(C(=O)c3cccnc3)C2)cc1 (stereo unspecified) | -4 | -2.3 | 6 | 0 | -6 | 0 | 2 | -6 | 6 | 2
COc1cc(NC(=O)Cc2c(C(=O)O)[nH]c3ccccc23)cc(OC)c1OC | -6 | -1.0 | 23 | 12 | -7 | -1 | 3 | -23 | 0 | 6
Cc1ccc(-n2c(SCC(=O)NCCN3C(=O)CSC3=O)nnc2-c2cccc(C)c2)cc1 | 3 | -2.1 | -4 | 8 | 10 | -2 | -1 | 4 | -3 | 2
Cc1cccc(NC(=O)CSc2nnnn2-c2ccc3c(c2)OCCO3)n1 | 4 | -2.3 | 6 | 13 | 1 | 0 | -4 | -6 | 1 | 0
COc1nc(N(c2ccccc2)c2ccccc2)nc(-n2ccnc2)n1 | -7 | . | 4 | -24 | 5 | 7 | 7 | -4 | 0 | -13
CC1=C(C(=O)OC(C)C)C(c2cn(-c3ccccc3)nc2-c2cccs2)NC(=O)N1 (stereo unspecified) | -8 | -2.6 | 10 | . | 8 | 3 | 21 | -10 | -1 | -6
CCCn1nc(C(=O)N2CCc3ccccc32)c2ccccc2c1=O | -5 | -0.2 | -37 | -3 | -18 | -6 | -4 | 37 | 0 | -9
COc1ccc(N(C(C)=O)c2nc(C)cc(C)c2C#N)c(OC)c1 | -17 | -2.6 | -3 | -2 | 8 | -4 | 12 | 3 | -2 | -3
CCOC(=O)N1CCC(N2C(=O)c3ccccc3C2Nc2ccc3c(c2)OCCO3)CC1 (stereo unspecified) | -69 | -0.9 | 5 | 20 | -3 | . | 8 | -5 | . | -17
COc1ccc(-c2cc(C)no2)cc1S(=O)(=O)NCCCN(C)Cc1ccccc1 | -14 | -2.9 | -1 | 26 | -15 | -2 | 6 | 1 | 1 | -11
O=C(Cn1c(=O)oc2ccccc21)Nc1ccccc1Cl | . | -0.7 | 7 | -21 | -17 | 10 | 2 | -7 | -4 | 1
CCCCNc1c(-c2cccc(-c3cc(C(C)=O)cs3)c2)nc2cc(C)ccn12 | 8 | 0.2 | -53 | -42 | 7 | -2 | 0 | 53 | . | 4
CC(=O)c1ccc(N2CCN(C(=O)Nc3cccc(F)c3)CC2)cc1 | 10 | -0.5 | -38 | 2 | 6 | -4 | . | 38 | -2 | -10
Cc1cccnc1NC(=O)CSc1ccc2c(c1)OCCO2 | 13 | -1.5 | 10 | . | 24 | 1 | 15 | -10 | -1 | 1
CN(C)CCn1c(N)nc2ccccc21 | -2 | 0.0 | 4 | 0 | 10 | -7 | 44 | -4 | 35 | -6
Cc1cc(C)nc(NC(=O)c2cc(Br)ccc2Cl)n1 | 0 | -2.1 | -11 | -23 | -12 | -4 | 0 | 11 | -2 | 7
Clc1ccc2nc(-c3ccncc3)cc(-c3ccccc3)c2c1 | -4 | -3.0 | -25 | -34 | 6 | -3 | 3 | 25 | 5 | -6
S=C(NCc1ccc2c(c1)OCO2)NC1CC1 | -6 | -0.2 | 15 | -45 | -9 | . | -3 | -15 | -1 | -3
O=[N+]([O-])c1cc([N+](=O)[O-])c(Oc2cccc3ccccc23)cc1NN1CCCCC1 | -15 | 0.1 | -13 | 15 | 6 | 2 | 14 | 13 | . | -1
Cc1cc(C)nc(NS(=O)(=O)c2ccc(NC(=O)CCC3COc4ccccc4O3)cc2)n1 (stereo unspecified) | 16 | -1.0 | -6 | 2 | 4 | -6 | 19 | 6 | 6 | -8
COc1cccc(NC(=O)C(NCCC(C)C)c2ccccc2)c1 (stereo unspecified) | . | 0.8 | -4 | 12 | -10 | 1 | 9 | 4 | 25 | 4
CCCC1C(=O)Nc2ccccc2N1C(=O)c1ccc(C(C)(C)C)cc1 (stereo unspecified) | -6 | -1.0 | -6 | -7 | 2 | -1 | -1 | 6 | 3 | -10
Cc1ccc(OCC(=O)NNC(=O)CCC(=O)Nc2ccc(C)cc2C)cc1 | -5 | -0.9 | 25 | 3 | 8 | . | 0 | -25 | 7 | -5
O=C(O)CCCNC(=O)Cc1ccccc1 | -15 | -3.3 | . | -17 | 2 | -3 | -3 | . | 0 | -7
CCCS(=O)(=O)N1CCc2ccc(NC(=O)C3CCCO3)cc2C1 (stereo unspecified) | 6 | -1.3 | -2 | 10 | -7 | -3 | -11 | 2 | 9 | 0
CCOC(=O)CN(Cc1ccccc1)S(=O)(=O)c1ccc(NC(C)=O)cc1 | 8 | 0.1 | -60 | 9 | -16 | . | 4 | 60 | -4 | -9
CC(C)C[C@H](NC(=O)c1cc2cc(Cl)ccc2n1C)C(=O)N1CCC(C(=O)O)CC1 | -3 | -0.4 | -11 | -16 | 24 | -4 | -1 | 11 | -1 | 5
CC1=NNC(=O)C1CC(=O)N/N=C/C=C/c1ccccc1 (stereo unspecified) | -4 | -3.2 | . | 8 | -10 | -2 | 7 | . | 0 | -10

A few values from the list.
CCCS(=O)(=O)N1CCc2ccc(NC(=O)C3CCCO3)cc2C1 (stereo unspecified) @ dFosB act = 0
CCCC1C(=O)Nc2ccccc2N1C(=O)c1ccc(C(C)(C)C)cc1 (stereo unspecified) @ SR-BI uptake up = -6

(cont.)
SMILES | MITF TRPM1 HTS | CAL PDZ FP-1 | SR-BI uptake up | PfHsp90 yeast 2 | PvdQ acylase | CAL PDZ FP-2 | Rtt109 HAT inh | SR-BI HDL uptake | NSD2 HMT inh | dFosB act
N#Cc1nc(-c2ccc(OCc3ccccc3)cc2)oc1NCc1ccco1 | 11 | 0.7 | -25 | -10 | 8 | 1 | -3 | 25 | 1 | 5
O=C(Nc1ccc(-c2csc(Nc3ccc(Cl)cc3)n2)cc1)c1cc([N+](=O)[O-])cc(C(F)(F)F)c1 | -23 | -0.8 | -106 | -29 | -7 | -1 | -6 | 106* | . | -2
CC(C)c1ccc(/C=C/C(=O)Nc2nc3ccc([N+](=O)[O-])cc3s2)cc1 | . | 0.3 | -19 | -7 | 12 | 2 | 4 | 19 | -1 | -5
NC(=O)C1(C(N)=O)OC1c1ccc(Cl)cc1Cl (stereo unspecified) | 0 | 1.0 | . | 17 | 3 | -2 | 17 | . | 2 | -5
NC(=O)CC(NC(=O)c1ccccc1)c1ccc(NCc2ccccc2)c([N+](=O)[O-])c1 (stereo unspecified) | . | -0.8 | 15 | 9 | 3 | -3 | -7 | -15 | . | 0
CC(C)CCNC(=S)Nc1ccccc1F | 18 | -0.1 | 9 | -2 | -4 | -1 | -3 | -9 | -1 | -5
Cc1ccc(C(=O)NC2CCCCNC2=O)cc1 (stereo unspecified) | 26 | 0.1 | -17 | 11 | -4 | -2 | -7 | 17 | -4 | 3
Cc1cccc([C@@H]2[C@@H]3C(=O)N(Cc4ccccc4)C(=O)[C@@H]3[C@]3(CC(C)C)C(=O)N(c4cccc(Br)c4)C(=O)N23)c1 | 2 | -0.1 | 12 | 15 | 4 | -3 | 3 | -12 | . | -5
CCOC(=O)c1ccc(NC(=O)COc2ccccc2CNCCO)cc1 | 13 | -1.4 | -8 | -3 | -7 | 5 | 4 | 8 | 2 | -4
C[C@]12c3[nH]c4ccc(Cl)cc4c3CCN1C(=O)[C@@H](CC(=O)NCCc1ccccn1)C[C@@H]2C(=O)N1CCCCC1 | 3 | -0.8 | 3 | 6 | -19 | -4 | -4 | -3 | . | -8

No enrichment for hits, and some 4.3% of all compounds hit somewhere here.
